Screening data from PubChem.
TRAIL sens C8: caspase-8 TRAIL sensitization. NB7+C8 cells + TRAIL, ATPlite viability luminescence. inhibition (viability loss, TRAIL sensitization), % at 10 µM. 1% of 360,000 active. AID 624354;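 active means compounds causing at least 50% loss of cell viability in the single-dose screen, relative to plate controls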
LMP1 NFkB inh: reduces LMP1-driven NF-kappaB luciferase signal. inhibition, % at 12.5 µM. AID 504558. 0.69% of 350,000 active. LMP1-induced NF-kappaB luciferase reporter cells, luminescence; in the data active means inhibition above about 41%;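 further: 0% = neutral control wells and 100% = reference inhibitor control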
Peg3 prom inh: inhibitors of Peg3 promoter; HeLa PEG-Prom luciferase reporter, luminescence, overnight; inhibition, % at 20 µM; 1.7% of 360,000 active; AID 588405;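 active means inhibition of at least 50% at 20 µM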
CF NFkB inh: blocks PAF-induced NF-kB reporter in cystic fibrosis cells | KKLEB NF-kB-GFP reporter, GFP fluorescence overnight | inhibition, % at 5 µM | 0.86% of 360,000 active;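 active means at least 50% inhibition at 5 µM, scaled per plate between neutral and stimulator controls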;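 further: PAF is a Pseudomonas aeruginosa culture filtrate used as stimulus; plate controls were PAF-stimulated DMSO wells for no effect and unstimulated DMSO wells for full effect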
MITF TRPM1 inh: inhibitors of MITF-driven TRPM1 promoter in melanoma cells | AID 488899 | inhibition, % at 12.5 µM | SK-MEL-5 TRPM1 promoter luciferase, 24 h | 0.83% of 330,000 active;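 active means mean inhibition across replicates of 60% or more, whatever share of single replicates reaches that level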; further: values of inactives mirror those of a sister screen read the other way
Shn3 inh set2: reduces Shn3 3'UTR luciferase signal in osteoblasts; inhibition, % at 12.5 µM; AID 588674; 0.52% of 360,000 active; Clone20 osteoblast Shn3 3'UTR firefly luciferase, 24 h;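 active means mean inhibition of at least 75% with every replicate also reaching 75%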;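 further: 0% = median of neutral control wells and 100% = pilot-screen positive control compound; some compounds past the cut are filed as inactive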
iPSC survival up: hiPSC single-cell survival enhancement | 0.044% of 360,000 active | ATPlite luminescence; 100% = ROCK inhibitor wells, 0% = DMSO | AID 602274 | survival enhancement, % at 20 µM; in the data active means survival enhancement above about 18%;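 further: cells exposed to compounds for 16 hours before the ATP read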
NR2E3 ag-1: activates human NR2E3 receptor | AID 602229 | 0.35% of 360,000 active | Q9Y5X4 | inhibition of corepressor binding, % at 3.98 µM | CHO-S Gal4-NCOR/VP16-NR2E3 two-hybrid, luciferase;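 active means inhibition above the mean of all tested compounds plus 3 SD, cut at about 70% in these data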;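 further: 0% = DMSO with NR2E3 transfected cells and 100% = cells lacking NR2E3 construct; higher means lower luciferase signal from less NR2E3 corepressor binding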
Target sequence (Q9Y5X4 whole entry, looked up, the tested form may be a part): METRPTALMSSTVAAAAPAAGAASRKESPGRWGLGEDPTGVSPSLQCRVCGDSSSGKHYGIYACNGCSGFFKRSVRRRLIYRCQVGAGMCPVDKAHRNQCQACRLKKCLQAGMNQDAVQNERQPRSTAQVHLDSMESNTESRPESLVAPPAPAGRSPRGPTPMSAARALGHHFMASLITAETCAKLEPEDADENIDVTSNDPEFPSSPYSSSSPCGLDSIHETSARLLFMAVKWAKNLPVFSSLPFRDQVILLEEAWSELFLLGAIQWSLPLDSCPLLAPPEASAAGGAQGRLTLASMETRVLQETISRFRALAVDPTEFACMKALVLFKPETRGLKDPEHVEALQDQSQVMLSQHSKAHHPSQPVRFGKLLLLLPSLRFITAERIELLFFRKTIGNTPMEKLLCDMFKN
NR2E3 ag-2: activates human photoreceptor nuclear receptor NR2E3 | Q9Y5X4 | AID 2300 | 0.12% of 320,000 active | inhibition of corepressor binding, % at 4.78 µM | GST-NR2E3/biotin-RetCOR TR-FRET, 1536-well;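 active means percent inhibition above the cutoff of mean plus 3 SD of all tested compounds, set per screening campaign, cut at about 20% in these data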;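 further: 0% = DMSO wells and 100% = biotin wells as full block of FRET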
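system = GST-tagged NR2E3 plus biotinylated RetCOR corepressor | input = 1.35 nM GST-NR2E3 | also added = 7 nM biotin-RetCOR | schedule = 5 h incubation at 4 °C | measured by = TR-FRET with europium anti-GST and streptavidin-D2, 340 nm excitation | read-out = percent loss of FRET ratio relative to control wells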
KKLEB cytotox: reduces viability of KKLEB cystic fibrosis airway cells. KKLEB CF airway cells viability, ATPlite luminescence, overnight; active compounds read low; cells stimulated with P. aeruginosa culture filtrate. activity change (cytotoxicity), % at 5 µM. 0.36% of 360,000 active;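 active means corrected activity change at or below -50% at 5 µM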
HIF-2a inh: HIF-2a inhibition. inhibition, % at 18.8 µM. 786-0 RCC cells HIF-2a reporter, luciferase luminescence, overnight. AID 624352. 0.72% of 360,000 active;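 active means inhibition of the luminescence signal of 40% or more relative to plate controls, in a single-dose primary screen at 18.75 µM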
* = called active by the depositor; / = no result given.

SMILES	TRAIL sens C8	LMP1 NFkB inh	Peg3 prom inh	CF NFkB inh	MITF TRPM1 inh	Shn3 inh set2	iPSC survival up	NR2E3 ag-1	NR2E3 ag-2	KKLEB cytotox	HIF-2a inh
COc1ccc(OC(F)(F)F)cc1CC1(C)C(=O)Nc2ccc(-c3ccsc3)cc21 (configuration not stated)	2	/	11	18	/	15	-2.0	-2	/	-15	-2
COc1ccc(C(=O)Nc2ccc(S(=O)(=O)NC(C)=O)cc2)cc1	-19	3	1	1	1	-3	3.6	-16	0	-2	8
C/C(=N\Nc1ccccn1)c1ccc(Br)s1	-3	/	-110	14	/	-9	-0.1	-12	5	-3	-118
CCCCC/C=N/NC(=O)c1[nH]c2ccc([N+](=O)[O-])cc2c1C	0	10	8	38	-3	-13	0.3	-5	-2	-6	23
COc1cccc(N2CC(NS(=O)(=O)c3ccc4ccccc4c3)CC2=O)c1 (configuration not stated)	0	-3	6	7	-5	17	0.1	-20	-1	2	16
CCCCCNC(=O)Cc1ccc(OC)cc1	-11	2	1	0	7	-16	-0.8	5	4	-1	-14
O=C(Nc1ccc(Cl)cc1)C1CCC(=O)N1Cc1ccccc1Cl (configuration not stated)	17	3	22	8	10	-11	-0.8	9	-2	-2	16
O=C(Cc1cccs1)NCCn1ccc2ccccc21	-16	-2	3	15	2	-2	3.8	-12	-1	0	-14
Cc1cccc(NC(=O)CSc2nccn2Cc2ccco2)c1C	-9	/	-84	15	-34	-14	-0.1	-36	0	-2	-132
N#Cc1c(NC(=O)CSc2nnc(-c3ccccc3)o2)sc2c1CCCC2	-16	4	-26	1	-12	-43	0.8	-32	0	-7	-22
CSc1ccccc1OCc1cc(C(=O)NC(C)Cc2cccc(C)n2)no1 (configuration not stated)	-4	-2	-156	8	-14	-12	1.9	-66	1	14	-146
COc1ccc(C2(C)NC(=O)N(CC(=O)c3cc(C)n(C4CC4)c3C)C2=O)cc1 (configuration not stated)	9	-11	-4	10	9	10	-0.4	8	2	15	14
COc1cc(/C=C/C(=O)OCC(=O)N2CCCc3ccccc32)ccc1OCC#N	-7	3	16	22	-3	-1	-2.5	14	4	-10	-2
CCCC(=O)N1CCC1(C)C(=O)NS(=O)(=O)c1ccc(C)cc1 (configuration not stated)	1	/	3	-8	/	-4	0.6	6	/	-10	0
CC(/C=C/c1ccccc1)=N/NC(=O)c1cccc(Br)c1	3	1	-27	4	0	10	-3.0	-5	-1	-8	-14
O=S(=O)(c1cc(Br)ccc1Br)N1CCCCCC1	11	-5	3	1	-3	6	0.4	-13	6	-5	10
CCOC(=O)c1nc(C)[nH]c1C(=O)OCC	-3	1	11	-1	7	5	1.1	-33	3	1	6
COc1ccccc1NS(=O)(=O)c1ccc(C)c(C(=O)NCCCN2CCCC2=O)c1	-4	1	-12	-12	13	15	0.0	14	3	-13	5
O=C(Nc1ccc(-n2cnnn2)cc1)C1CCCN1C(=O)NC1CCCCC1 (configuration not stated)	-10	5	0	-3	-12	-40	-2.5	-11	0	-1	11
COCCn1c(SCC(=O)c2ccc3c(c2)OCCO3)nnc1-c1ccoc1C	5	-6	-3	10	14	-1	0.0	-16	0	-1	-5
O=C(NCc1cccs1)C1CCN(S(=O)(=O)c2cccc3nsnc23)CC1	1	-1	4	8	-3	-9	-0.9	-10	2	-9	23
CCOc1cc(N2CCOCC2)c(OCC)cc1NC(=O)COC(=O)C1CCCN1S(=O)(=O)c1ccccc1F (configuration not stated)	17	7	-5	10	10	6	-0.4	-27	2	-8	6
Cn1c(=O)c2c(ncn2CC(=O)Nc2ccc(Cl)cc2Cl)n(C)c1=O	-1	0	1	0	0	3	-0.9	-6	0	-2	20
COc1ccc(-c2ccnc3[nH]n(-c4ccccc4)c(=O)c23)cc1	-13	3	-20	-11	8	1	-0.5	-3	0	-13	4
c1ccc(Cn2cc(CN3CCCCO3)c(-c3ccc4c(c3)OCO4)n2)cc1	-16	7	5	22	/	6	0.1	-1	4	-6	15
CC(=O)NS(=O)(=O)c1ccc(NC(=O)CC23CC4CC(CC(Br)(C4)C2)C3)cc1	0	2	-17	11	-2	3	-0.7	-15	1	2	1
CC(C)CC1C(=O)N(Cc2cn(CCC3OCCCO3)nn2)CCS(=O)(=O)N1Cc1ccc(-c2cccc(CO)c2)cc1 (configuration not stated)	20	7	10	-8	/	-6	-0.1	-3	/	-3	-1
Cc1ccc(-c2nnc(NCc3nc4ccccc4[nH]3)c3ccccc23)cc1S(=O)(=O)N(C)C	22	18	16	4	20	34	2.8	13	-1	-24	8
COC(=O)c1cnc2c(c1C(=O)OC)c(=O)n(C)c(=O)n2C	-6	-9	16	1	-23	-16	-0.8	0	-1	11	21
CC1CC(C)CN(CC(=O)N2CCCc3c2c(=O)oc2ccc(OCc4ccccc4)cc32)C1 (configuration not stated)	3	2	41	-1	-8	27	-4.0	-8	1	-2	-3
COC(=O)C1=C(C)NC(=O)NC1c1ccc2ccccc2c1 (configuration not stated)	-4	1	7	12	-2	14	-0.6	6	3	-1	19
O=c1c2ccccc2nnn1CSc1ccc2c(c1)OCCO2	15	-36	-262	5	-50	-79	2.1	-137	-5	-10	-196
O=C(NCC(=O)N1CCN(c2ccc(C(F)(F)F)cn2)CC1)c1ccc(Br)o1	12	13	-7	2	-1	15	7.0	-5	0	21	12
Cc1nc(SCc2cccc(F)c2)[nH]c(=O)c1C#N	4	-2	-1	4	1	-8	1.4	2	3	-23	1
CC(=O)Nc1ccc(S(=O)(=O)NNC(=O)NC23CC4CC(CC(C4)C2)C3)cc1	-18	6	7	-8	4	7	-0.3	-10	1	17	11
COc1cc(/C=C2\SC(=Nc3ccccc3)NC2=O)cc(Cl)c1O	-2	3	13	24	-20	16	0.2	-45	1	-16	-14
Nc1nnc(SCc2cn3cc(Cl)ccc3n2)s1	4	-7	-137	-4	-39	-37	-1.5	-69	0	2	-133
CN(CC(=O)Nc1ccc(F)cc1)C(=O)CN1C(=O)c2cccc([N+](=O)[O-])c2C1=O	-19	-2	-4	4	1	-6	0.9	-15	0	-18	7
COc1ccc(Cl)cc1NC(=O)CN1c2ccccc2CC1C (configuration not stated)	-6	3	23	1	20	7	-0.3	6	0	10	10
CC1(Cc2ccc(Cl)cc2)C(=O)Nc2ccc(-c3cccnc3)cc21 (configuration not stated)	-21	/	23	79*	/	24	-2.4	-10	/	-30	16
COc1ccc2[nH]c3c(c2c1)CCN1C(=O)C(CC(=O)NCc2ccco2)C[C@H](C(=O)N2CCOCC2)[C@@]31CCC1CCCC1 (some centres not stated)	-10	8	14	-10	3	-9	1.6	-26	/	18	9
Cc1cccc(OCC(O)Cn2c(NCCCOC(C)C)nc3c2c(=O)[nH]c(=O)n3C)c1 (configuration not stated)	-9	1	9	1	-8	-13	2.0	-24	0	4	18
Cc1ccc(S(=O)(=O)N(C)C)cc1NC(=O)COC(=O)CCC(=O)c1ccc(F)cc1	-1	-7	11	-14	7	17	-2.3	2	4	3	11
COc1cc(/C=C2\CCOC2=O)cc(OC)c1OC	-3	3	-4	6	-3	23	-0.4	5	0	-8	10
CC(Sc1ncnc2sccc12)C(=O)Nc1ccc(C(N)=O)cc1 (configuration not stated)	-7	-11	6	9	-3	31	6.4	-4	2	-10	19
CCOc1ccccc1NC(=O)C(=O)NCCC1=CCCCC1	-8	3	-18	11	-13	8	-0.4	-28	2	3	-24
COc1ccc(-c2nnn(Cc3ccccc3)n2)cc1OC	-16	2	-28	-11	-25	-2	-0.5	-13	1	-6	-71
Cc1ccc(/C=N/NC(=O)c2nnn(-c3nonc3N)c2CN(C)C)s1	8	-2	-13	3	-3	5	1.0	-5	3	2	-3
COc1ccc(OC2C(=O)N(Cc3ccc4c(c3)OCO4)C2c2sccc2C)cc1 (configuration not stated)	-2	2	24	4	2	52	-0.6	5	5	-9	6
Nc1c(C(=O)OCC(=O)Nc2cccc([N+](=O)[O-])c2)[nH]c(=O)[nH]c1=O	5	3	-3	-15	6	-30	-1.8	-22	/	6	15
Cc1nn2c3ccccc3n(CC(=O)c3cccs3)c2nc1=O	1	-7	3	1	-3	2	3.2	-41	0	1	16
COc1cc(CN2CCN(c3cccc(Cl)c3)CC2)cc(OC)c1OC	4	14	37	14	27	10	2.0	-44	1	-8	14
COc1cnn(-c2ccc(C)cc2)c(=O)c1SCc1ccccc1	14	47*	-128	-8	-61	0	9.4	-69	-15	-1	-196
CC(C)NC(=S)Nc1ccc(S(=O)(=O)Nc2ncccn2)cc1	-9	5	12	-5	1	-15	-1.7	14	1	7	15
Cc1nccn1CCCNCc1c(C(=O)N2CCCCCCC2)nc2ccc(Cl)cn12	2	-15	-2	0	-8	13	-0.4	4	0	0	-6
CCOc1cc(/C=C\c2nc(O)c([N+](=O)[O-])c(=O)[nH]2)ccc1OC(C)C	17	-8	5	2	8	7	-0.6	-15	-1	2	16
CCNC(=O)C1(C)CCN(C(=O)c2cccc(Cl)c2)C1 (configuration not stated)	5	/	-7	15	/	-4	-1.7	-21	/	-7	10
COc1ccc(-c2c(C#Cc3ccsc3)c3cc(-c4ccc5c(c4)OCCO5)ccc3n2C)cc1	14	2	3	-6	3	2	-1.4	1	/	0	-9
CCN(Cc1ccccc1)c1ccccc1	-14	-2	2	-8	-2	-3	-0.9	-2	/	6	-10
Cc1ccc(S(=O)(=O)N2CCC(=O)N(CCO)CC2)cc1	-15	-7	5	10	2	-11	3.1	4	5	-4	8

Only NR2E3 ag-2, for some of the entries so far:
canonical_smiles | NR2E3 ag-2
Cc1cccc(OCC(O)Cn2c(NCCCOC(C)C)nc3c2c(=O)[nH]c(=O)n3C)c1 (configuration not stated) | 0
Cc1ccc(S(=O)(=O)N(C)C)cc1NC(=O)COC(=O)CCC(=O)c1ccc(F)cc1 | 4

Printed as active in CF NFkB inh, among the entries above:
mol	LMP1 NFkB inh	Peg3 prom inh	CF NFkB inh	MITF TRPM1 inh	Shn3 inh set2	NR2E3 ag-1	NR2E3 ag-2	HIF-2a inh
CC1(Cc2ccc(Cl)cc2)C(=O)Nc2ccc(-c3cccnc3)cc21 (configuration not stated)	/	23	79*	/	24	-10	/	16

(continued)
SMILES	TRAIL sens C8	LMP1 NFkB inh	Peg3 prom inh	CF NFkB inh	MITF TRPM1 inh	Shn3 inh set2	iPSC survival up	NR2E3 ag-1	NR2E3 ag-2	KKLEB cytotox	HIF-2a inh
COc1ccc(-c2nc3ccc(N4CCN(C)CC4)cc3c(=O)[nH]2)cc1	4	-5	-134	6	-13	-37	-0.5	-33	3	-11	-105
COc1ccc(C(=O)Nn2c(CC(C)C)nc3cc(OC)c(OC)cc3c2=O)c(OC)c1	2	-4	13	-11	0	0	-0.4	9	3	8	20
CCOC(=O)c1c(C)[nH]c(C)c1S(=O)(=O)N(C)CC(=O)Nc1ccccc1C	-3	1	2	11	-7	-9	0.8	-10	3	2	10
CNC(=O)COC(=O)c1cc(F)c(F)cc1Cl	0	2	7	14	4	-10	5.4	13	6	-4	5

Not all compounds are listed; count on the stated rates, not on these rows.
